Source: PubChem BioAssay
EPAC2 agonist: EPAC2 (human) agonism; EPAC2 activation, biochemical qHTS; response scale: 100% = 6.5 mM cAMP response; Potency, µM (titrated, usually from 154 µM), inactives show at the highest dose activation, most hits filed as activators; 360,000 compounds, 0.079% hits; AID 720711; also: nearly all actives have a fitted effect of over 50% in size
Target sequence (Q8WZA2 whole entry, looked up): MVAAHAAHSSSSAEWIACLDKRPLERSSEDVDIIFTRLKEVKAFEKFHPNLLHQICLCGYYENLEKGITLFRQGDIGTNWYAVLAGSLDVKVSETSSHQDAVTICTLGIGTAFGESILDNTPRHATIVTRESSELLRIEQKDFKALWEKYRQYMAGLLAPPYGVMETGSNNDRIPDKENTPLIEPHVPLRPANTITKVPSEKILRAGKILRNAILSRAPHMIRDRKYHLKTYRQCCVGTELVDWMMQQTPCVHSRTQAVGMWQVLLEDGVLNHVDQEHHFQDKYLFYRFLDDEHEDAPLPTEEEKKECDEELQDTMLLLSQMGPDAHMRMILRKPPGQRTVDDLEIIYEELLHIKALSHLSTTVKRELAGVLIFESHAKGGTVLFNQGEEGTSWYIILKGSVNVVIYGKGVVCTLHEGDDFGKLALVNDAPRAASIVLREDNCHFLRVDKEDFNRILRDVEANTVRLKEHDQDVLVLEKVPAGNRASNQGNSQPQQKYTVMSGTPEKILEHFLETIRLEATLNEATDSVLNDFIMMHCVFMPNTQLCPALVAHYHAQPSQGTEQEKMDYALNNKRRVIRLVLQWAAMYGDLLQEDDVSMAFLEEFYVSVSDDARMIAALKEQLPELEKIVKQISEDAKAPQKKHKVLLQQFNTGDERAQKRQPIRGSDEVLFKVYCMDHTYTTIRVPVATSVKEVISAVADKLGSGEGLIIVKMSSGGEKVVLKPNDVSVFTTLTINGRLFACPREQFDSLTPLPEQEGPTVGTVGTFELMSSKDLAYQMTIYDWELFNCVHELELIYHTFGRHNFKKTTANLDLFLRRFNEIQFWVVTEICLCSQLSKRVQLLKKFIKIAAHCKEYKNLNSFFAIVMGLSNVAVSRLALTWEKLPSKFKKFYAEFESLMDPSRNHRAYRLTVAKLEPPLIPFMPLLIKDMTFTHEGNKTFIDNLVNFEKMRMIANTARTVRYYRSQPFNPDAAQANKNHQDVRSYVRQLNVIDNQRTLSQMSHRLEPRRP
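Guanine nucleotide exchange by EPAC2 is measured as reduced fluorescence of BODIPY-GDP once it is released from 250 nM Rap1B. Plates are read kinetically for 30 min at room temperature; results are scaled to 6.5 mM cAMP.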
EPAC1 agonist: activates human EPAC1 exchange factor. O95398. EPAC1 agonist qHTS, biochemical assay; response scale: 100% = response to 6.5 mM cAMP. Potency, µM (top dose mostly 154 µM), without a hit: top-dose activation, usual class: activators. 360,000 compounds, 0.073% hits. AID 720707; also: nearly all actives have a fitted effect of over 60% in size
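Nucleotide exchange by EPAC1 (100 nM) on Rap1B–BODIPY-GDP (250 nM) in the presence of 50 uM GDP is tracked fluorescently at 480/540 nm over 30 min. Signals are normalized to a 6.5 mM cAMP control.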
EPAC1 antag: blocks human EPAC1 exchange factor. O95398. EPAC1 GEF assay, Rap1b-BODIPY-GDP exchange fluorescence. Potency, µM (top dose mostly 115 µM), without a hit: top-dose activity change, negative = inhibition, actives largely listed as inhibitors. 360,000 compounds, 0.14% hits;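 also: plate controls were vehicle for no effect and positive control for full effect; nearly all actives have a fitted effect of over 50% in size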
FUS suppressor: rescues growth of FUS-expressing yeast; 390,000 compounds, 0.24% hits; Potency, µM (highest dose often 76.6 µM), for inactives: top-dose growth rescue (activation), hits mostly activators; S. cerevisiae FUS-expressing, growth rescue, OD600, 24 h; AID 1347120;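 also: plate controls were DMSO vehicle for no effect and reference control for full effect; nearly all actives have a fitted effect of over 55% in size; some results filed as inactive show a strong effect at the top dose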
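Quantitative HTS measuring growth restoration of FUS-toxic yeast. Galactose-induced cells (OD 0.005) were exposed 24hr at 30C to compounds at several concentrations, then absorbance at 600 nm was recorded.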
aSyn rescue: rescues yeast growth from alpha-synuclein toxicity; Yeast expressing alpha-synuclein, growth rescue, BacTiter-Glo, 24 h; Potency, µM (series often up to 46.1 µM), for inactives: top-dose growth rescue (activation), usual class: activators; 370,000 compounds, 0.14% hits; also: % of control where 0% means no effect; nearly all actives have a fitted effect of over 65% in size
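Readout is rescue of growth in alpha-synuclein-expressing yeast, so inhibitors of toxicity appear as activators. Growth after 24 hr at 30 deg C in galactose medium is quantified by luminescence.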
PTHR1 ag: agonists of human PTHR1 parathyroid hormone receptor; Potency, µM (titrated, usually from 115 µM), for inactives: at the highest dose activation, hits mostly activators; Q03431; HEK293 GP2 PTHR1 cells, GloSensor cAMP luminescence, 1 h; 410,000 compounds, 0.075% hits; also: nearly all actives have a fitted effect of over 55% in size; some results filed as inactive show a strong effect at the top dose; inactives centre near -15; many of its hits are not listed in these tables
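HEK-293-derived GP2 cells expressing PTHR1 and a GloSensor cAMP reporter, 3,000/well, plated overnight, given luciferin plus IBMX (each 0.5 mM as added) for 1 h at 37 °C, then compound for 1 h at 37 °C. Luminescence was read after 15 min at room temperature.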
TDP43 rescue: TDP-43 toxicity inhibition in yeast; 410,000 compounds, 1.8% hits; Potency, µM (top dose mostly 46.1 µM), for the others: at the top dose growth rescue (activation), actives largely listed as activators; TDP-43 expressing yeast growth rescue, BacTiter-Glo, 24 h; also: % of control where 0% means no effect; nearly all actives have a fitted effect of over 50% in size
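Luminescence from BacTiter-Glo reports growth of TDP-43-expressing yeast after 24 hr at 30 deg C with compound. Cells were raffinose-pregrown to mid-log, then seeded in galactose medium at OD600=0.02.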
EPAC2 antagonist: EPAC2 (human) antagonism. Q8WZA2. EPAC2 GEF exchange of Rap1B-BODIPY-GDP, fluorescence. Potency, µM (top dose mostly 114 µM), for inactives: at the top dose activity, negative = inhibition, usual class: inhibitors. 360,000 compounds, 0.18% hits. AID 720708; also: % is scaled to controls: 0 for no effect and ±100 for the full control effect; nearly all actives have a fitted effect of over 45% in size; many of its hits are not listed in these tables
An asterisk follows results filed as active; i = inactive; ? = inconclusive; nt = not tested or not shown; [ ] = remark or other dose. Calls follow the shape of the dose curve; as a rule, active = well fitted curve in the direction sought with a large enough effect; inconclusive = small, poorly fitted or top-dose-only effect, or another doubt; inactive = no such curve, though single readings can be large; an effect the other way counts as inactive or inconclusive. Potency is read from the fitted curve at half-maximal effect. These rows are one share of the data (hit frequency here may not be typical).

Sample of the layout (15 entries):
SMILES	EPAC2 agonist	EPAC1 agonist	EPAC1 antag	FUS suppressor	aSyn rescue	PTHR1 ag	TDP43 rescue	EPAC2 antagonist
COc1cc(OC)cc(-c2c(-c3cccs3)c3cc(-c4ccc5c(c4)OCCO5)ccc3n2C)c1	6%	-8%	-3%	8%	4%	-29%	19%	2%
C=CCC[C@@H](Cc1ccc(F)cc1)C(=O)OC[C@H](Cc1c[nH]c2ccccc12)NC(=O)[C@@H](CC=C)CC(=O)N[C@@H](CO)Cc1ccccc1	-7%	-27%	-23%	39%	2%	-23%	17%	-10%
CC(=O)Nc1ccc(NC(=O)c2ccc3c(c2)N(Cc2cccc(Cl)c2)C(=O)c2ccccc2S3(=O)=O)cc1	nt	nt	nt	?	-2%	-5%	0%	nt
COc1ccc(C2C(C(C)=O)=C(O)C(=O)N2CCc2ccccc2)c(OC)c1 (configuration not stated)	9%	3%	1%	?	0%	-5%	-7%	-5%
COc1cc(C#Cc2c(-c3ccccc3)n(C)c3ccccc23)cc(OC)c1	9%	3%	-4%	?	0%	-25%	15%	1%
O=C(Nc1cccnc1)c1cc(F)c(F)cc1Cl	2%	6%	-20%	-7%	-1%	i	nt	6%
Fc1ccc(/C=N/Nc2ncnc3nc[nH]c23)cc1F	-1%	-13%	-21%	-32%	-2%	i	?	-8%
Cc1ccc2c(c1)-c1ccccc1S(=O)(=O)N2	-3%	10%	10%	nt	13µM*	-5%	?	5%
CCNC(=S)N1CCn2c(nc3ccccc32)C1	2%	3%	9%	nt	2%	i	9%	11%
CCOC(=O)c1c(Cc2ccc(Cl)cc2)c[nH]c1C	12%	15%	-28%	24%	-6%	-10%	22%	?
COc1ccc(-c2nc(N)ncc2-c2ccc(Cl)cc2)c(O)c1	15%	3%	-8%	-11%	-1%	-45%[inhibitor]	3%	-9%
Cc1ccc2c(c1)[nH]c1c(=O)n(CCN3CCCCC3)cnc12	4%	1%	0%	-1%	-10%	21%[57.5 µM]	-1%	4%
CC(=O)Nc1cccc(N2C(=O)CCC2=O)c1	3%	-3%	0%	-26%	-13%	i	7%	21%
O=C(NCC(=O)N1CCCCCCC1)c1ccc(Br)o1	-1%	-8%	1%	6%	-1%	i	17%	7%
CCc1nc(N2CCN(S(=O)(=O)c3ccc(Br)cc3)CC2)c2c(C)c(C)sc2n1	-4%	13%	5%	-1%	13%	-17%[57.5 µM]	-8%	0%

The list itself, repeating the preview:
SMILES	EPAC2 agonist	EPAC1 agonist	EPAC1 antag	FUS suppressor	aSyn rescue	PTHR1 ag	TDP43 rescue	EPAC2 antagonist
COc1cc(OC)cc(-c2c(-c3cccs3)c3cc(-c4ccc5c(c4)OCCO5)ccc3n2C)c1	6%	-8%	-3%	8%	4%	-29%	19%	2%
C=CCC[C@@H](Cc1ccc(F)cc1)C(=O)OC[C@H](Cc1c[nH]c2ccccc12)NC(=O)[C@@H](CC=C)CC(=O)N[C@@H](CO)Cc1ccccc1	-7%	-27%	-23%	39%	2%	-23%	17%	-10%
CC(=O)Nc1ccc(NC(=O)c2ccc3c(c2)N(Cc2cccc(Cl)c2)C(=O)c2ccccc2S3(=O)=O)cc1	nt	nt	nt	?	-2%	-5%	0%	nt
COc1ccc(C2C(C(C)=O)=C(O)C(=O)N2CCc2ccccc2)c(OC)c1 (configuration not stated)	9%	3%	1%	?	0%	-5%	-7%	-5%
COc1cc(C#Cc2c(-c3ccccc3)n(C)c3ccccc23)cc(OC)c1	9%	3%	-4%	?	0%	-25%	15%	1%
O=C(Nc1cccnc1)c1cc(F)c(F)cc1Cl	2%	6%	-20%	-7%	-1%	i	nt	6%
Fc1ccc(/C=N/Nc2ncnc3nc[nH]c23)cc1F	-1%	-13%	-21%	-32%	-2%	i	?	-8%
Cc1ccc2c(c1)-c1ccccc1S(=O)(=O)N2	-3%	10%	10%	nt	13µM*	-5%	?	5%
CCNC(=S)N1CCn2c(nc3ccccc32)C1	2%	3%	9%	nt	2%	i	9%	11%
CCOC(=O)c1c(Cc2ccc(Cl)cc2)c[nH]c1C	12%	15%	-28%	24%	-6%	-10%	22%	?
COc1ccc(-c2nc(N)ncc2-c2ccc(Cl)cc2)c(O)c1	15%	3%	-8%	-11%	-1%	-45%[inhibitor]	3%	-9%
Cc1ccc2c(c1)[nH]c1c(=O)n(CCN3CCCCC3)cnc12	4%	1%	0%	-1%	-10%	21%[57.5 µM]	-1%	4%
CC(=O)Nc1cccc(N2C(=O)CCC2=O)c1	3%	-3%	0%	-26%	-13%	i	7%	21%
O=C(NCC(=O)N1CCCCCCC1)c1ccc(Br)o1	-1%	-8%	1%	6%	-1%	i	17%	7%
CCc1nc(N2CCN(S(=O)(=O)c3ccc(Br)cc3)CC2)c2c(C)c(C)sc2n1	-4%	13%	5%	-1%	13%	-17%[57.5 µM]	-8%	0%
OC1CCCN(C(=S)NCc2ccccc2)C1 (configuration not stated)	-5%	-5%	-8%	-6%	-4%	i	19%	1%
CCOc1ccc(CNC(=O)Cn2nc(C)n3nc(-c4ccccc4)cc3c2=O)cc1	-4%	-8%	-9%	-23%	0%	i	7%	-1%
COc1cccc2cc3c(=O)n(-c4ccccc4)nc-3oc12	6%	-10%	7%	-14%	0%	-35%[inhibitor]	0%	-6%
Cc1ccc(CN2CCSc3ccc(C(=O)NCc4ccccn4)cc32)cc1	14%	8%	-23%	?	7%	-28%	10%	-21%
COc1cc(/C=N\Nc2nc3ccccc3[nH]2)cc(OC)c1OC	-2%	13%	-19%	-4%	-4%	-15%	16%	-3%
Cc1noc(C)c1C(=O)Nc1cccc(S(=O)(=O)N2CCCCC2)c1	17%	9%	-18%	-13%	-4%	?	1%	-6%
CCCCN(C(=O)C(CCSC)N1C(=O)c2ccccc2C1=O)c1c(N)n(CCC)c(=O)[nH]c1=O (configuration not stated)	7%	4%	1%	-3%	-3%	i	11%	-5%
CCC(C)(C(=O)NC1CCCC1)N(Cc1cccs1)C(C)=O (configuration not stated)	0%	-4%	-8%	14%	-11%	-23%	7%	10%
CC(C)Nc1nc(Cl)nc(NC2CCCCC2)n1	8%	4%	4%	-8%	-10%	-6%	?	1%
CCOC(=O)c1c(C)nsc1NCc1ccccc1	7%	-8%	-9%	-3%	18%	-25%	?	-17%
Cc1c(-c2ccccc2)sc(Br)c1C(=O)N1CCOCC1	-7%	-9%	13%	18%	12%	-30%	?	10%
CCOCCCNC(=O)C(c1ccc(OC)cc1)N(Cc1cccs1)C(=O)c1ccccn1 (configuration not stated)	-10%	-1%	-11%	-7%	8%	-11%	18%	-2%
O=C(NC1CCCc2c1cnn2-c1ccccc1F)c1ccccc1N1CCOCC1 (configuration not stated)	9%	-9%	6%	26%	0%	-42%[inhibitor]	3%	-21%
Cc1ccc(N(CC(=O)NC2CCCCC2)C(=O)CCCC(=O)Nc2ccccn2)cc1	-4%	0%	-3%	-5%	1%	i	-4%	20%
O=C(CSc1nc2ccccc2c(=O)[nH]1)c1cccs1	-2%	5%	-9%	-2%	2%	-6%[57.5 µM]	-13%	-2%
CC(NC(=S)NC(=O)c1cccs1)c1ccccc1 (configuration not stated)	20%	16%	-21%	18%	-33%[inhibitor]	-31%[inhibitor]	26%	?
O=C(N/N=C\C=C\c1ccco1)c1cncc(Br)c1	-1%	3%	-23%	43%	-1%	-10%	-14%[1.82 µM]	0%
O=C1CC(N2CCN(C3CC(=O)N(CCc4ccccc4)C3=O)CC2)C(=O)N1CCc1ccccc1 (configuration not stated)	-4%	-11%	9%	6%	-3%	-15%[57.5 µM]	-27%	7%
CCOC(=O)C1=NOC2C(=O)N(c3ccc(Cl)cc3Cl)C(=O)C12 (configuration not stated)	4%	-3%	-24%	38%	-3%	-3%	-17%	-2%
O=[N+]([O-])c1ccc2nc(-c3ccccc3)[nH]c2c1	-6%	-11%	-7%	-6%	-2%	-39%[inhibitor]	25%	-2%
Cc1cc(C)nc(NC(=O)c2ccc([N+](=O)[O-])c(C)c2)n1	12%	5%	1%	5%	-1%	i	8%	0%
COc1ccc(-c2nc(C)c(C(C)=O)n2O)cc1[N+](=O)[O-]	8%	2%	-11%	9%	-25%	-19%	-14%	-1%
Cc1ccc(N2CCN(C(=O)c3ccccc3NC(=O)C3CCCCC3C(=O)O)CC2)cc1 (configuration not stated)	-3%	3%	2%	8%	6%	i	14%	-2%
CCOC(=O)Cc1nnc(NC(=O)c2ccccc2OC)s1	0%	1%	-5%	-32%	3%	-6%	29%	-3%
C[C@H]1COc2cccc(N3CCN(Cc4ccccc4F)CC3)c2S(=O)(=O)N1	2%	-1%	-15%	-13%	-13%	-23%	15%	6%
CCOC(=O)CCc1c(C)n(CC)c2ncnn2c1=O	4%	8%	2%	-21%	2%	i	0%	-5%
O=C(COC(=O)C1CCC(N2C(=O)C3C4CCC(C4)C3C2=O)CC1)c1ccc(F)cc1 (configuration not stated)	1%	4%	23%	18%	1%	-25%	0%	3%
COc1cccc(C(C(=O)NCc2ccccc2)N2CCN(c3ccccc3F)CC2)c1OC (configuration not stated)	10%	11%	-4%	27%	-5%	i	25%	-14%
O=C(Nc1nccs1)c1cc(Cl)ccc1[N+](=O)[O-]	-1%	2%	0%	nt	15%	i	17%	6%
